# Assay outcomes (PubChem)
# CHRM5 agonist: human M5 muscarinic receptor agonists, primary screen, CHO-K1 cells, Fluo-8 calcium fluorescence; 360,000 compounds, 0.19% hits; AID 624037, 2012; activation, % at 3 µM; Muscarinic acetylcholine receptor M5 (Homo sapiens), P08912; CHO-K1 hM5 cells; 0% DMSO wells, 100% maximal acetylcholine response;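 active means activation above the run's mean over test compounds plus 3 SD, cut at about 23% in these data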;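 further: signal is peak over basal fluorescence ratio across the kinetic read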
# Target sequence (P08912 whole entry, looked up): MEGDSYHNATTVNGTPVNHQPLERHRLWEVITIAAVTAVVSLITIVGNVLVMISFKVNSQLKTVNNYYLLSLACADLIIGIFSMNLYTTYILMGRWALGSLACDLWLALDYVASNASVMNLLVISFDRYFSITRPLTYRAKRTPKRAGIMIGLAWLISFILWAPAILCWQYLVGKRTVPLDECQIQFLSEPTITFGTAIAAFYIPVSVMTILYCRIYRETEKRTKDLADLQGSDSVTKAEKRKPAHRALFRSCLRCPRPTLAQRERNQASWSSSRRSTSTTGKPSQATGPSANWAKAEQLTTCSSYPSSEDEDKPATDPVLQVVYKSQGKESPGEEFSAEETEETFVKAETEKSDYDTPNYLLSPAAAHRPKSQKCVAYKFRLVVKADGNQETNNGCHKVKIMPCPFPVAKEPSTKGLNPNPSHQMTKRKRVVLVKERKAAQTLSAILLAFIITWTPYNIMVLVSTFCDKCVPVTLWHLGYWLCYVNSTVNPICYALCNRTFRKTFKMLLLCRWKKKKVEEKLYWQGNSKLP
# M5 PAM: human M5 muscarinic receptor positive allosteric modulators, primary screen, CHO-K1 cells, Fluo-8 calcium fluorescence | CHO-K1 hM5, ACh EC20 PAM; 0% = ACh EC20, 100% = ACh EC100 | activation, % at 3 µM | AID 624038, 2012 | 360,000 compounds, 0.3% hits | Muscarinic acetylcholine receptor M5 (Homo sapiens), P08912;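 active means activation above the run cutoff, the mean activation of all test compounds plus 3 SD, cut at about 18% in these data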
#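 Test system: CHO-K1 hM5 cells / Doses: single-point, 3 µM nominal / Times: Post-acetylcholine fluorescence recording 140 s / Technique: Fluo-8 calcium fluorescence / Measure: Max/basal fluorescence ratio as % of EC20–EC100 ACh window / Benchmarks: low control EC20 acetylcholine (0%), high control EC100 acetylcholine (100%) / Replicates: one well per compound, no replicates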
# IDE cell inh: human IDE inhibitors in live cells, primary screen, fluorescence polarization, HEK cells, FAbetaB substrate; Insulin-degrading enzyme (Homo sapiens), P14735; FAbetaB cleavage; inhibition, % at 5.59 µM; 320,000 compounds, 0.41% hits; AID 434962, 2010;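 active means percent inhibition above the average of all tested compounds plus 3 SD, set per screening campaign, cut at about 16% in these data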;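 further: IDE supplied by intact live HEK cells; FP after avidin binding of uncleaved biotin substrate so inhibition keeps polarization high; 0% = DMSO wells and 100% = 60 µM reference IDE inhibitor Ii1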
# M4 antag: human M4 muscarinic receptor antagonists, primary screen, CHO cells, Fluo-8 calcium fluorescence | Muscarinic acetylcholine receptor M4 (Homo sapiens), P08173 | CHO-hM4 cells, ACh EC80 | inhibition, % at 3 µM | 360,000 compounds, 0.73% hits;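 active means inhibition above its plate's cutoff, the mean inhibition of sample wells plus 3 SD, cut at about 27% in these data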;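 further: 0% = acetylcholine EC80 with DMSO and 100% = DMSO without agonist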
# Target sequence (P08173 whole entry, looked up): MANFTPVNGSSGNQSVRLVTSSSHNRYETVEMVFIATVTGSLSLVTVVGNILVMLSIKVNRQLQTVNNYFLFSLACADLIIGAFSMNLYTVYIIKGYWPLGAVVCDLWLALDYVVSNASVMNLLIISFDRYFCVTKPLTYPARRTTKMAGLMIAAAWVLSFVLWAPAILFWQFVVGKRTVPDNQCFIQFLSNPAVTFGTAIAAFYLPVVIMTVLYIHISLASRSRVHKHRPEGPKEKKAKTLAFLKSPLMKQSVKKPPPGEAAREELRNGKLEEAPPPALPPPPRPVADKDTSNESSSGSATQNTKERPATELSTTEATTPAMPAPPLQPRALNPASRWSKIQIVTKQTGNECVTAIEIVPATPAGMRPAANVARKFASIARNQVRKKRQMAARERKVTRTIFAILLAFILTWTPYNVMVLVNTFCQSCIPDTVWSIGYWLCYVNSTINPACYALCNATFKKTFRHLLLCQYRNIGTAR
# CRFBP-R2 block: antagonists of CRF-BP/CRF-R2 complex, primary screen, cell-based, HEK293, calcium dye fluorescence, uHTS; inhibition, % at 11.8 µM; AID 588475, 2011; CRF-induced calcium fluorescence; 350,000 compounds, 0.59% hits;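 active means inhibition of the ligand-induced calcium signal above about 50% at the single tested concentration, limit read from the data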
# M4 ag: human M4 muscarinic receptor agonists, primary screen, CHO-K1 cells, Fluo-8 calcium fluorescence | AID 624127, 2012 | 360,000 compounds, 0.14% hits | CHO-K1 hM4/Gqi5; vehicle 0%, full acetylcholine response 100% | activation, % at 3 µM | Muscarinic acetylcholine receptor M4 (Homo sapiens), P08173;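 active means activation above the run mean over all test wells plus 3 SD, cut at about 32% in these data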;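 further: peak over basal fluorescence ratio per well then scaled between controls; 0% = DMSO wells and 100% = acetylcholine at EC100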
# CHRM4 PAM: human M4 muscarinic receptor positive allosteric modulators, primary screen, CHO-K1 cells, Fluo-8 calcium fluorescence; CHO-K1 hM4/Gqi5, ACh EC20; 0% = ACh EC20, 100% = maximal ACh; activation, % at 3 µM; 360,000 compounds, 0.4% hits;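 active means activation above its plate's cutoff, the mean activation of sample wells plus 3 SD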; further: some results filed as inactive read as strong as hits
# CRFBP-R2 agonist: agonists of CRF-BP/CRF-R2 complex, primary screen, cell-based, HEK293, calcium dye fluorescence, uHTS; CRF-binding protein / CRF receptor 2 complex (human); calcium dye fluorescence (FLIPR); percent of saturating CRF peptide response; activation, % at 13.2 µM; 350,000 compounds, 0.46% hits;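 active means activation of at least 50%, plus an integration ratio under a set limit after plate pattern correction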;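 further: plate controls were neutral control wells without compound for no effect and CRF at EC100 for full effect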
# M5 antag: human M5 muscarinic receptor antagonists, primary screen, CHO cells, Fluo-8 calcium fluorescence | Muscarinic acetylcholine receptor M5 (Homo sapiens), P08912 | CHO-hM5 cells, ACh EC80 | inhibition, % at 3 µM | 360,000 compounds, 0.59% hits | AID 624040, 2012;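 active means inhibition above a per-plate cutoff, the mean of that plate's test compounds plus 3 SD, cut at about 27% in these data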;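 further: 0% = acetylcholine EC80 with DMSO and 100% = DMSO without agonist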
# * marks the source's active call; other numbers are inactive results; . = not tested or not shown. Hits appear at their usual frequency; overall some 2.9% were active at least once.
mol,CHRM5 agonist,M5 PAM,IDE cell inh,M4 antag,CRFBP-R2 block,M4 ag,CHRM4 PAM,CRFBP-R2 agonist,M5 antag
CCc1ccc(N(CC(=O)NC(C)(C)C)C(=O)CCC(=O)Nc2ccccn2)cc1,-1.6,-7.8,.,4.9,14.9,2.0,-6.7,-0.6,0.7
Cc1c(NC(=O)c2ccc(N3CCCC3)c([N+](=O)[O-])c2)cccc1-c1nc2ccccc2s1,3.2,0.6,9.8,3.9,1.5,0.3,-1.7,-0.7,-4.4
CSc1nnc2c(n1)OC(c1ccccn1)N(C(C)=O)c1ccccc1-2 (configuration not stated),-1.7,-2.9,-0.3,-2.9,10.6,-0.1,8.9,-2.6,1.1
COCOCCn1cc(CN2CCS(=O)(=O)N(Cc3ccc(-c4ccc(OC)cc4)cc3)C(CC(C)C)C2=O)nn1 (configuration not stated),-0.1,-7.1,.,1.5,8.5,10.5,-3.6,2.6,8.8
Cc1ccc(S(=O)(=O)N2CCN(C(=O)c3ccc4ccccc4n3)CC2)c(C)c1,-10.2,-35.2,-3.2,-7.5,-0.5,9.0,-1.6,0.3,8.8
CCCn1nnc(NC(=O)c2sc3ccccc3c2Cl)n1,-1.5,-1.0,-1.3,2.5,1.5,1.3,10.4,-2.7,2.2
COc1ccc(-c2nn(-c3ccccc3)cc2/C=N/N2C(=O)CSC2=S)cc1,0.6,-3.7,-1.3,11.3,-35.3,0.8,0.0,9.1,-6.5
CCOC(=O)C(Cc1nc(OCc2ccccc2)cc(OCc2ccccc2)n1)=NO,-1.7,-1.2,.,10.0,6.7,-0.4,-6.9,5.3,7.3
COc1ccccc1OC(=O)c1ccc(SC)cc1OC,-5.9,-7.8,7.5,-8.1,-4.3,0.2,0.8,3.1,10.0
O=C(NCCCN1CCN(Cc2ccccc2)CC1)C1CCN(S(=O)(=O)N2CCCC2)CC1,-3.4,-5.1,-0.6,9.0,-2.2,0.8,-3.4,-0.1,11.8
CCCNS(=O)(=O)c1cccc(C(=O)NC2CCCc3ccccc32)c1 (configuration not stated),-2.2,1.6,4.6,-16.5,51.9*,0.5,13.1,-1.1,-11.3
COc1ccc(OC)c(NC(=S)NCC(c2cccnc2)N2CCOCC2)c1 (configuration not stated),-3.2,-5.0,0.3,-15.8,6.0,1.4,4.7,-2.7,-5.3
O=C(Cc1ccc(Br)c2ccccc12)N/N=C/c1ccccn1,-0.6,-8.2,3.9,13.4,-59.8,4.2,-5.2,0.1,8.1
COC(=O)C1=C(C)N(C)C(C)=C(C(=O)OC)C1c1ccccc1C,-11.0,-4.5,0.1,17.1,13.6,-1.8,-2.1,-0.6,3.3
CCN(C(=O)CSc1nnc(-c2ccccc2Cl)n1C1CCCC1)C1CCS(=O)(=O)C1 (configuration not stated),-3.4,-5.6,-0.2,-2.8,-13.1,0.8,8.3,0.7,-1.9
O=C(NCc1ccc(Cl)cc1Cl)Nc1nc([C@@H]2O[C@H](CO)[C@@H](O)[C@H](O)[C@H]2O)cs1,0.2,5.2,.,-13.0,.,0.2,10.3,.,-3.5
CCc1n[n+](CC(=O)c2ccccc2)c(N)s1,-5.3,-0.8,.,1.6,15.2,-0.2,-2.7,0.3,9.4
CCOC(=O)Nc1ccc2c(c1)N(C(=O)CCN(C)C)c1ccccc1CC2,-9.6,-13.8,1.3,3.8,1.1,0.4,-11.0,-1.8,23.4
CCCC(=O)NCn1nnc(-c2ccc(Cl)cc2)n1,-0.4,4.0,.,4.2,4.3,2.1,2.3,0.9,10.9
Cc1cccc(N(CC(O)CN(C)C)S(=O)(=O)c2ccccc2)c1 (configuration not stated),-11.9,-2.5,2.3,-3.2,-0.7,0.3,9.0,-1.2,-5.9
O=C(Oc1ccc(Br)cc1C(=S)N1CCOCC1)c1ccccc1,-1.9,3.4,3.2,-19.2,-0.7,1.9,2.1,-1.3,9.6
Fc1ccccc1NC(=S)Nn1cnnc1,-1.9,-3.0,-1.0,13.3,-7.7,0.4,10.4,1.4,16.0
CCOc1ccc(Cl)cc1-c1cc(C(=O)NCCc2ccncc2)[nH]n1,-0.2,6.1,.,-6.4,.,3.9,7.6,.,13.6
CCOc1ccc(NC(=O)c2ccccc2OCC(=O)c2ccccc2)cc1,1.4,-2.0,1.9,13.0,21.6,-0.1,-5.4,0.3,3.7
COC(=O)[C@]12C(=O)NC[C@H](CN1c1ccc(C(F)(F)F)cc1)N2C,3.4,-3.5,-2.1,3.9,15.3,1.7,-1.8,2.9,4.7
C=CCc1ccc(OCC(O)CN2CCN(Cc3ccccc3)CC2)c(OC)c1 (configuration not stated),-6.4,-5.1,-3.6,-4.2,-27.2,0.5,-2.1,-1.3,4.0
N/C(Cn1cncn1)=N\OC(=O)c1ccc(Cl)cc1Cl,-2.3,1.0,5.8,0.4,6.3,0.7,-1.7,-0.5,-4.9
O=C(COc1ccccc1)Nc1nnc(-c2ccc(F)cc2)o1,-5.2,0.1,4.7,-6.6,3.8,0.6,6.0,-1.2,-2.1
CCOC(=O)C1=C(C(F)(F)F)Nc2ncnn2C1c1ccc(OC)cc1OC (configuration not stated),-1.1,0.2,2.9,8.9,-7.6,0.8,0.3,-1.2,0.9
O=C(C1COc2ccccc2O1)N1CCN(c2ccc(F)cc2)CC1 (configuration not stated),3.9,-7.8,3.2,-6.1,4.6,5.3,-0.1,-0.8,3.1

# One compound at a time, as listed above. Screens in order: CHRM5 agonist	M5 PAM	IDE cell inh	M4 antag	CRFBP-R2 block	M4 ag	CHRM4 PAM	CRFBP-R2 agonist	M5 antag
# Shown for COc1ccccc1OC(=O)c1ccc(SC)cc1OC → -5.9	-7.8	7.5	-8.1	-4.3	0.2	0.8	3.1	10.0
# Shown for COc1ccc(OC)c(NC(=S)NCC(c2cccnc2)N2CCOCC2)c1 (configuration not stated) → -3.2	-5.0	0.3	-15.8	6.0	1.4	4.7	-2.7	-5.3

# Following part
mol,CHRM5 agonist,M5 PAM,IDE cell inh,M4 antag,CRFBP-R2 block,M4 ag,CHRM4 PAM,CRFBP-R2 agonist,M5 antag
c1ccc(-c2csc3ncnc(NCc4ccccn4)c23)cc1,-9.2,-18.1,3.8,16.8,-4.8,15.5,-40.5,-0.5,18.3
c1cc(-c2noc(CC3CCCCC3)n2)ccn1,-4.2,-16.4,1.0,0.6,-5.2,0.2,-8.5,2.0,0.7
Cc1c(NC(=O)Nc2cccc(Cl)c2Cl)c(=O)n(-c2ccccc2)n1C,-1.2,0.0,-5.0,-3.9,3.2,0.9,0.4,-1.8,3.0
COc1ccc(NS(=O)(=O)c2cc(NC(=O)[C@@H](NC(=O)c3ccccc3)C(C)C)ccc2C)cc1,-5.2,-2.0,-1.2,-4.3,1.4,-1.2,-4.6,-0.4,-1.1
OCC(O)C1OC(c2ccco2)OC(CO)C1O (configuration not stated),3.7,4.1,.,-3.6,0.7,-0.1,7.0,-0.1,8.9
CCC(C)CCCCNC1=NCCS1 (configuration not stated),-18.3,-5.6,4.1,10.3,-18.6,1.8,-12.7,1.5,2.2
CC(C)C(=O)Nc1ccc(NC(=O)c2cccs2)cn1,-2.8,7.8,2.0,-3.6,4.9,1.9,6.1,2.5,-8.6
Cc1cccc(N/C(N)=N/c2nc(C)c(Cc3ccccc3)c(=O)[nH]2)c1,-3.4,5.2,6.7,2.0,-3.3,0.8,-9.1,-1.3,3.0
COc1ccc(NS(=O)(=O)c2ccc(N/N=C/c3ccc(N4CCOCC4)cc3)c([N+](=O)[O-])c2)cc1,-1.0,0.1,3.0,18.2,-2.0,1.4,-0.1,-2.8,0.6
CN(C)c1cccc2c1c(NS(=O)(=O)c1cn(C)cn1)nn2C,-3.5,5.3,4.4,-13.7,-2.4,0.8,15.1,-0.8,-12.2
CCC(=O)OCn1nnc2ccccc2c1=O,-3.3,1.6,2.4,4.4,-3.6,-0.3,-9.3,1.4,-2.6
CCC1CCCCN1C(=O)C1CC(c2cc(Cl)c(OC)cc2OC)=NO1 (configuration not stated),-1.9,-5.5,0.8,-15.8,-7.2,4.0,-3.2,-1.3,-4.3
Cn1c(=O)c(S(=O)(=O)C(C)(C)C)c(O)c2ccccc21,-1.6,0.9,-0.1,0.9,-19.1,0.6,0.5,-1.7,-0.5
COC(=O)[C@@H]1CCCN1Cc1nc(Cc2ccccc2F)no1,-1.7,1.9,-0.1,-1.0,-18.6,2.0,-2.0,-2.8,-16.6
CSC1=NCCN1C(=O)c1c(-c2c(F)cccc2Cl)noc1C,0.0,-3.0,-1.4,1.4,15.3,1.9,18.2,-1.1,4.8
COc1cccc(-n2c(SCc3cc(=O)oc4cc(O)c(O)cc34)nc3ccccc3c2=O)c1,1.6,-0.1,3.7,6.0,-19.8,2.9,-4.7,-0.2,1.9
CN(C)C=NC(=O)c1ccc(N2CCN(c3ncc(C(F)(F)F)cc3Cl)CC2)cc1,-0.8,-3.2,0.7,5.8,25.9,1.1,-2.9,-2.4,8.8
CC(OC(=O)c1ccccc1)C(=O)NCCC1=CCCCC1 (configuration not stated),-7.3,5.3,2.4,-14.8,-19.5,0.9,-1.6,-3.9,-2.9
Cc1[nH]c2ccccc2c1C(=O)C(C)OC(=O)c1ccccc1NCCO (configuration not stated),2.5,-3.1,-0.1,-6.4,-6.6,6.1,3.7,3.7,4.6
COc1ccc(CNc2ccccc2SC)cc1OC,1.7,-4.0,3.8,7.3,27.4,0.6,0.8,-2.0,3.1
Cc1ccc2[nH]cc(CCNC(=O)c3cccnc3)c2c1,3.0,-2.5,8.7,8.2,-22.0,3.3,-0.5,3.8,11.6
COc1cccc(/C=N/NC(=O)c2cccc(N3CCCC3=O)c2)c1,-1.4,-3.9,-6.1,11.4,-0.3,1.1,2.3,7.8,7.4
Cc1nnc(NC(=O)c2cc(S(=O)(=O)N(C)C)ccc2N2CCCC2)s1,2.3,2.8,-2.7,4.0,0.4,0.2,5.8,-0.4,-0.3
O=C(/C=C/c1c(Cl)cccc1Cl)NCCCn1ccnc1,-2.9,3.8,1.0,-6.5,-16.0,-0.1,-2.4,-0.2,7.3
Cc1cccc(N(CC(=O)N2CCOCC2)S(C)(=O)=O)c1C,-1.0,4.8,5.5,-3.9,-4.7,1.8,1.4,1.0,-3.2
Cc1cc(C)nc(SCc2ccc(C(=O)N/N=C/c3cccnc3)cc2)n1,5.5,-4.8,-4.4,-5.0,.,2.0,-5.9,.,0.6
O=C(Nc1ccc2c(c1)OCCO2)C1C(c2ccccc2)=Nc2ccccc2N1C(=O)c1cccnc1 (configuration not stated),4.3,-1.4,.,9.1,.,16.3,-7.6,.,2.3
